# CaV13 ICDI inh – Primary screen for inhibitors of IQ motif and Ca2+-dependent inactivation inhibitor domain binding in CACNA1D, Förster resonance energy transfer in living cells, …. AID 743397. inhibition, % at 12.3 µM. actives 0.098% (n = 340,000). HEK cells, CFP/YFP FRET ICDI-IQ, plate reader, 10 min; percent FRET-ratio fall versus neutral wells;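 active means mean replicate inhibition of at least 30% and at least 1% of replicates passing that level; inconclusive means only one of the two criteria is met; inactive means neither criterion is met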;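 further: 0% = median of the neutral control wells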
# aDG glyco up – alpha-DG glycosylation activation; Pro5-aDG cells, alpha-DG glycosylation AlphaScreen (IIH6); 0% Pro5, 100% B10-LARGE cell signal; activation, % at 10 µM; actives 0.22% (n = 360,000); AID 624168;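 active means activation of at least 8% versus controls, or a plate z-score of at least 8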;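 further: Pro5 are CHO cells carrying HIG-tagged alpha-DG that lacks glycosylation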
# Peg3 prom inh – Peg3 promoter activity inhibition. HeLa PEG-Prom luciferase reporter, luminescence, overnight. inhibition, % at 20 µM. actives 1.7% (n = 360,000);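 active means inhibition of at least 50% at 20 µM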
# hiPSC survival – hiPSC single-cell survival enhancement | ATPlite luminescence; 100% = ROCK inhibitor wells, 0% = DMSO | actives 0.044% (n = 360,000) | survival enhancement, % at 20 µM | AID 602274; in the data active means survival enhancement above about 18%;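 further: cells exposed to compounds for 16 hours before the ATP read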
# Vif inh – HIV Vif inhibition; HEK293T cells, Vif self-association by quenched fluorescence, imaging, 24 h; inhibition, % at 7.49 µM; actives 0.35% (n = 340,000); AID 602346; in the data active means inhibition above about 50%, passing the limit was not always enough; inconclusive means no clear call, values can overlap the other calls; inactive means below about 31%; further: some results filed as inactive read as strong as hits
# PDI turbidity – inhibitors of human protein disulfide isomerase | PDI insulin aggregation turbidity, A650, 90 min | inhibition, % at 10 µM | actives 0.052% (n = 350,000);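 active means mean inhibition across replicates of 30% or more, whatever share of single replicates reach that level; inconclusive means mean inhibition below 30% while every single replicate reaches 30%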;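 further: absorbance from insulin aggregation driven by PDI reduction with DTT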
# Target sequence (P07237 whole entry, looked up): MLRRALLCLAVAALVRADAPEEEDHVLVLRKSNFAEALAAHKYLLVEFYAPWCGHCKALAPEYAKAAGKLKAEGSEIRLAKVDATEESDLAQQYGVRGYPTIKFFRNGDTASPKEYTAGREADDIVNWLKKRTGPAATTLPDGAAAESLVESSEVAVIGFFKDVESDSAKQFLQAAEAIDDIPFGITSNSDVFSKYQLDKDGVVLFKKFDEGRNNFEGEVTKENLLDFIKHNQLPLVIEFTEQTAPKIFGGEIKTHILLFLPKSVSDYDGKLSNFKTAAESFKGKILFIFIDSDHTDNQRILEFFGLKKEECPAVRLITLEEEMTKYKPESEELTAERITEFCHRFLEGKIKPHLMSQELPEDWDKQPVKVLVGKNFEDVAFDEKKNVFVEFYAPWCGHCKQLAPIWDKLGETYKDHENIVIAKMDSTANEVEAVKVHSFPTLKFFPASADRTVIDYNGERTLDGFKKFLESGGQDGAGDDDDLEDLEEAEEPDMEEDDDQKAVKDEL
# NR2E3 ag-1 – NR2E3 (human) agonism; Q9Y5X4; AID 2300; GST-NR2E3/biotin-RetCOR TR-FRET, 1536-well; inhibition of corepressor binding, % at 4.78 µM; actives 0.12% (n = 320,000);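 active means percent inhibition above the cutoff of mean plus 3 SD of all tested compounds, set per screening campaign, cut at about 20% in these data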;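 further: 0% = DMSO wells and 100% = biotin wells as full block of FRET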
# Target sequence (Q9Y5X4 whole entry, looked up): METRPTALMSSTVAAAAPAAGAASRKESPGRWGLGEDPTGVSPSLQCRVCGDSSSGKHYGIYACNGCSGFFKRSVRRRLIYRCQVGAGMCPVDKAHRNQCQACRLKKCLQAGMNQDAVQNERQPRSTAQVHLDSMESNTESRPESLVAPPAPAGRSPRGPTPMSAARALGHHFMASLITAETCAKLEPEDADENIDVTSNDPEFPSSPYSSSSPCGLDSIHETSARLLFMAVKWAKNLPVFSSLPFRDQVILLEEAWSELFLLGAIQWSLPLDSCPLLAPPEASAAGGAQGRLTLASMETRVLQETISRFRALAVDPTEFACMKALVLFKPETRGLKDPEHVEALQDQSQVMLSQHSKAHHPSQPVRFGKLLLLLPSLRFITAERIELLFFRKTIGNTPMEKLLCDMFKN
#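 system = GST-tagged NR2E3 plus biotinylated RetCOR corepressor | input = 1.35 nM GST-NR2E3 | also added = 7 nM biotin-RetCOR | schedule = 5 h incubation at 4 °C | measured by = TR-FRET with europium anti-GST and streptavidin-D2, 340 nm excitation | read-out = percent loss of FRET ratio relative to control wells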
# Granule exo inh – lytic granule exocytosis inhibition. TALL-104 LAMP-1 surface exposure, flow cytometry; cells stimulated with thapsigargin and PMA. inhibition, % at 10 µM. actives 0.66% (n = 360,000). AID 651702;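 active means inhibition above about 55%, limit read from the data; inconclusive means no clear call, values can overlap the other calls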
# HIF-2a inh – HIF-2a inhibition. 786-0 RCC cells HIF-2a reporter, luciferase luminescence, overnight. inhibition, % at 18.8 µM. actives 0.72% (n = 360,000);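 active means inhibition of the luminescence signal of 40% or more relative to plate controls, in a single-dose primary screen at 18.75 µM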
# TRPM1 prom inh – reduces MITF-dependent TRPM1 promoter luciferase signal; SK-MEL-5 TRPM1 promoter luciferase, 24 h; inhibition, % at 12.5 µM; actives 0.83% (n = 330,000); AID 488899;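 active means mean inhibition across replicates of 60% or more, whatever share of single replicates reaches that level; inconclusive means some that reach 60%, reason not given; inactive means mean inhibition across replicates below 60%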; further: values of inactives mirror those of a sister screen read the other way
# NR2E3 ag-2 – activates human NR2E3 receptor. Q9Y5X4. CHO-S Gal4-NCOR/VP16-NR2E3 two-hybrid, luciferase. inhibition of corepressor binding, % at 3.98 µM. actives 0.35% (n = 360,000). AID 602229;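 active means inhibition above the mean of all tested compounds plus 3 SD, cut at about 70% in these data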;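 further: 0% = DMSO with NR2E3 transfected cells and 100% = cells lacking NR2E3 construct; higher means lower luciferase signal from less NR2E3 corepressor binding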
# * hit, by the source's call; ? = inconclusive; . = not tested or not shown.
SMILES,CaV13 ICDI inh,aDG glyco up,Peg3 prom inh,hiPSC survival,Vif inh,PDI turbidity,NR2E3 ag-1,Granule exo inh,HIF-2a inh,TRPM1 prom inh,NR2E3 ag-2
CCCCC(CC)CNC(=O)C1CCCN(S(=O)(=O)c2cnc[nH]2)C1 (stereo not given),-18,-0.1,7,-0.4,0,8,-1,2,8,-10,-6
COc1ccc(NC(=O)CN(c2ccc(C(C)C)cc2)S(=O)(=O)c2c(C)noc2C)cc1OC,?,2.4,15,-0.6,16,-4,2,-2,15,5,12
O=C(NC(=O)N1CCCc2ccccc21)c1ccccc1,-7,0.1,10,-0.1,5,-13,6,1,-20,17,-25
Cc1cc(NC(=O)CSc2nc3c(c(=O)n2-c2ccc(Br)cc2)SCC3)no1,-5,0.0,19,6.5,1,-4,3,-1,20,17,-18
CC1(C(=O)NS(=O)(=O)Cc2ccccc2C(F)(F)F)CCN1C(=O)c1ccco1 (stereo not given),-6,-0.1,4,1.4,-12,5,.,-1,2,.,-12
CCc1c(C)sc(NC(=O)c2cccs2)c1C#N,-6,0.0,-207,-1.1,5,0,-8,-4,-212,-46,-89
O=C(OCC(CO)OC(CO)n1ccc(=O)[nH]c1=O)c1ccccc1 (stereo not given),-3,0.0,1,1.2,16,-14,0,-3,11,-2,11
O=C(CSc1nc2cc(Cl)ccc2o1)c1cccs1,-4,-0.2,-139,2.5,3,1,6,-5,-113,-25,-20
O=C(CCN1C(=O)c2ccccc2C1=O)N1CCC(c2ccccc2)C1 (stereo not given),-6,-0.2,-3,5.4,5,0,-1,2,1,-13,-22
Cc1cc(C2=NNC(=NC3CC3)SC2)c(C)n1-c1c(C)n(C)n(-c2ccccc2)c1=O,-5,-0.3,12,0.7,5,2,1,-1,13,5,-18
Cc1ccc(CN2CCC[C@]3(N[C@H](c4ccc(C(F)(F)F)cc4)[C@@H]4C(=O)N(Cc5ccccc5)C(=O)[C@@H]43)C2=O)cc1,-10,0.1,19,-1.4,6,12,.,2,-9,.,0
Cn1ccc2c(-c3cccc(C=O)c3)cc3c(c21)C1CCC3O1 (stereo not given),.,-0.2,13,-1.4,.,.,.,1,7,.,0
CS(=O)(=O)N(Cc1ccccc1)c1ccccc1C(=O)O,.,-0.3,13,-2.0,11,1,5,2,19,-9,-27
COC(=O)c1cc(S(=O)(=O)NCC2CCN(Cc3cc(C)ccc3C)CC2)c[nH]1,-3,0.7,5,-0.6,20,3,2,-7,7,-8,-33
CCOC(=O)COc1cccc2c(=O)n(CC(=O)NCc3ccc(F)cc3)ccc12,-5,-0.3,-10,-0.4,21,-5,0,4,6,43,-7
O=C(Cc1ccc(Br)cc1)NCCN1CCOCC1,-6,0.0,-1,0.1,-13,-75,0,-2,13,0,-23
COc1ccc(-c2noc([C@@H]3O[C@H](CO)[C@H](O)[C@H](O)[C@H]3O)n2)cc1OC,-5,-0.1,9,13,16,13,.,-4,-1,.,20
Cc1ccc(NC(=O)CN2C(=O)C3C4C=CC(C4)C3C2=O)cc1 (stereo not given),-21,0.5,-21,-0.5,-2,8,0,0,10,-11,8
CCOC(=O)c1nn(-c2ccccc2C)c2nc(-c3ccc(Cl)cc3)c(C#N)c(=O)n12,.,0.1,12,4.0,-6,-8,4,-1,25,-14,24
CCC1=NN(C(=O)c2ccc(Br)cc2)C(O)(c2ccc(C)cc2)C1 (stereo not given),-4,0.0,-14,-2.1,-1,3,0,-2,1,-3,-26

# Copied from the list.
# Under Granule exo inh, `O=C(NC(=O)N1CCCc2ccccc21)c1ccccc1` has the entry 1
# Under NR2E3 ag-2, `Cc1cc(C2=NNC(=NC3CC3)SC2)c(C)n1-c1c(C)n(C)n(-c2ccccc2)c1=O` has the entry -18
# Under Vif inh, `CCc1c(C)sc(NC(=O)c2cccs2)c1C#N` has the entry 5

# Additional entries.
SMILES,CaV13 ICDI inh,aDG glyco up,Peg3 prom inh,hiPSC survival,Vif inh,PDI turbidity,NR2E3 ag-1,Granule exo inh,HIF-2a inh,TRPM1 prom inh,NR2E3 ag-2
O=C(/C=C/c1ccccc1)NCCN1CCOCC1,-3,-0.2,15,-2.2,9,5,-6,2,17,0,-12
C=CC[C@@H](CC(=O)NCCO)C(=O)N[C@@H](COC(=O)[C@@H](CC=C)Cc1ccc(F)cc1)Cc1ccccc1,-10,0.2,15,-1.1,0,7,.,0,6,9,40
O=C(c1ccccc1)N1CCCC(C(=O)N2CCCCC2)C1 (stereo not given),-3,-0.1,1,-0.5,1,-8,1,-3,7,10,10
O=C(Nc1ccc(Br)cc1F)C1CCCN(S(=O)(=O)c2cnc[nH]2)C1 (stereo not given),6,0.0,7,0.7,17,-2,1,-5,-1,1,20
COC(=O)c1cc(C(=O)c2ccc(Cl)cc2)n2c(=O)/c(=C\N(C)C)sc12,-9,-0.1,47,-0.5,-2,-1,2,-3,8,-2,-15
Cc1ccc(CNC(=O)CS(=O)Cc2nc(-c3cccs3)oc2C)cc1 (stereo not given),-4,2.1,11,1.8,.,.,0,-1,15,3,-4
Cc1ccc(S(=O)(=O)N2CCN(Cc3ccco3)CC2)c(C)c1,.,0.1,15,-0.6,11,14,4,0,5,-8,4
CCOc1ccc(-c2nc(CSCC(=O)NCCCN3CCCC3=O)c(C)o2)cc1,-7,0.2,-2,-0.3,-9,-7,0,-1,0,4,60
Cc1ccccc1OCCCC(=O)Nc1ccc(N2CCOCC2)cc1,-6,-0.1,0,-0.1,27,0,4,2,-1,-4,3
COc1ccc(C(C)(NC(C)=O)c2nc(-c3cccc(F)c3)cs2)cc1 (stereo not given),-5,0.1,0,-2.0,-5,5,.,-7,10,.,18
O=C(Cn1ncc(Cl)c(Cl)c1=O)N1CCOCC1,-5,-0.2,97*,0.9,1,-6,1,-1,84*,98*,36
COc1ccc(C(=O)NCCCn2ccnc2)cc1,-5,0.0,15,-2.3,15,4,1,-1,5,7,-1
O=C1CCCc2nn(-c3ccccc3)c(-c3ccncc3)c21,-7,-0.1,-1,4.9,17,-3,1,-6,18,-6,7
Cc1cc(NC(=O)CSc2nnc(-c3ccccc3)o2)no1,3,0.4,-49,1.0,-4,1,2,2,-39,-14,-54
CCc1ccc([C@@H]2C[C@H]3[C@@H](CN2S(=O)(=O)c2ccc(C)cc2)C(=O)C[C@@H](c2cccc(Cl)c2)N3S(=O)(=O)c2ccc(C)cc2)cc1,-10,-0.2,3,3.5,-4,1,.,-4,6,.,-9
O=C(CN1CCOCC1)Nc1nc(-c2ccccc2Cl)cs1,-18,0.2,-5,0.0,-2,4,1,24,-13,-9,4
O=C(NNC(=O)C1CCN(S(=O)(=O)c2ccc(Cl)cc2)CC1)c1ccccc1,-5,-0.2,6,2.8,-3,-2,-3,4,9,-1,16
O=C(CSc1ccc2ccccc2n1)NCCCN1CCCC1=O,-2,0.1,-23,-1.8,.,-1,.,-7,-5,6,-7
Cc1nn(C)cc1S(=O)(=O)Nc1ccc2c(c1)OCCO2,-5,0.0,22,-0.7,-2,-1,-3,4,41*,-10,7
Cc1ccc(C(=O)NC(=S)Nc2cccc3nsnc23)cc1,.,-0.2,-233,-1.4,1,8,-3,2,-194,-11,-79
COC(=O)c1cc(S(=O)(=O)NCCN2CCOCC2)cn1C,-5,0.2,16,-0.4,-4,7,-1,-1,6,1,-13
Cc1nc(-c2ccc(F)cc2)c(CC(=O)Nc2cccc(S(=O)(=O)N3CCOCC3)c2)s1,-2,0.3,0,-0.4,4,-4,1,-4,13,-2,0
COc1cccc(NC(=O)CN(C)C(=O)/C=C/c2cn(Cc3ccccc3)nc2-c2cccnc2)c1,-16,0.3,11,-0.3,-3,-6,2,-3,9,1,0
Nc1nnc(SCCCC(=O)c2ccccc2)s1,-5,-0.3,-66,1.1,-1,4,4,0,-85,-12,1
CCN1CCCC1CNC(=O)Cn1nc(C)n2c(cc3cc(F)ccc32)c1=O (stereo not given),-7,-0.1,6,-0.3,0,-5,0,1,12,-18,16
CCOC(=O)c1cc(-c2ccccc2)sc1NC(=O)C(C)C,-3,-0.1,12,-1.2,0,4,-1,4,-26,-6,-5
CC(C)c1nnc(SCC(=O)NC(C)(C)C)n1C,-10,0.4,16,-1.8,0,-1,-3,15,8,-1,16
COc1ccc(C)cc1NC(=O)NC1CC(=O)N(c2ccc3c(c2)OCCO3)C1 (stereo not given),-12,-0.6,2,-1.0,3,14,.,6,21,.,72*
COC(=O)c1ccc(=O)c2nc3/c(=C/O)c(O)cc(=O)c3[nH]c12,.,0.0,7,-0.1,2,.,11,-4,16,.,-2
CC(C)Cc1nc(SCC(=O)NCC2CCCO2)c2c(=O)n(C)c(=O)n(C)c2n1 (stereo not given),.,0.2,10,0.4,6,-7,3,-3,22,4,7
CC(C)(C)n1ncc2c(=O)n(CC(=O)N3CCCC3)cnc21,-6,0.0,-4,-0.4,2,-5,0,1,6,-14,-5
O=[N+]([O-])c1cccc(COc2ccc(CN3CCCCC3)cc2)c1,-7,-0.3,-202,0.6,.,-4,.,0,-225,-83,-48
O=C(CSc1ncccn1)N1CCCc2ccccc21,-2,0.1,-34,-0.1,-2,-1,-1,-2,-53,-1,-23
CCOc1ccc(N2C(=O)C3Sc4[nH]c(=O)sc4C(/C=C/c4ccccc4)C3C2=O)cc1 (stereo not given),-33,0.0,5,-1.0,-10,2,-6,2,1,0,-24
O=C(NCCNC1CCCCC1)c1ccco1,-3,0.2,-7,0.5,0,-62,4,-11,6,6,-34
Cc1ccc(C(=O)NC(=S)Nc2cccc(-c3nc4ccccc4s3)c2)cc1,-5,0.2,-158,-2.0,-5,-7,-3,4,-133,-9,-71
CCCCN(Cc1ccccc1)C(=O)C1CCN(S(=O)(=O)c2c(C)noc2C)CC1,-6,0.2,8,1.7,-9,1,4,-2,9,3,-10
COc1ccc(CNC(=O)CCNS(=O)(=O)c2ccc(Br)s2)cc1,-3,0.0,-9,-0.5,15,-4,4,-3,5,4,-1
CC(=O)Nc1ccc(OCC(O)CN2C(C)(C)CC(O)CC2(C)C)cc1 (stereo not given),-13,0.8,1,0.1,0,15,3,-1,19,8,15
COc1cc(C(=O)N/N=C(\C)c2ccc3c(c2)OCO3)cc(OC)c1OC,-3,-0.3,-2,-4.2,2,3,-1,-4,9,4,32
CCC[n+]1c(C)sc2c(OC)ccc(OC)c21,-5,0.1,-6,-0.5,-5,4,1,5,12,2,-13
Cc1ccccc1NC(=O)CSc1nc(N)c(C#N)cc1C#N,-4,-0.3,1,-1.4,2,0,7,-4,-14,4,18

# Marked active in TRPM1 prom inh, of those listed so far:
SMILES | CaV13 ICDI inh | aDG glyco up | Peg3 prom inh | Vif inh | PDI turbidity | NR2E3 ag-1 | Granule exo inh | HIF-2a inh | TRPM1 prom inh | NR2E3 ag-2
O=C(Cn1ncc(Cl)c(Cl)c1=O)N1CCOCC1 | -5 | -0.2 | 97* | 1 | -6 | 1 | -1 | 84* | 98* | 36

# Screening results from PubChem.
